Compound activity from PubChem.
SK-BR-3 tox 24h: SK-BR-3 proliferation inhibitors; SK-BR-3 viability, CellTiter-Glo ATP luminescence, 24 h; hits give low values; viability, % at 10 µM; actives 0.47% (n = 41,000); AID 847;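 active = viability at or below the median of all test compounds minus 3 SD, in both replicates if run twice, cut at about 45% in these data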;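 also: 100% = median untreated cell wells and 0% = median positive control drug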
Starred values were filed as active, the others as inactive. The list is partial; the hit share may differ from the screen's.

Molecule	SK-BR-3 tox 24h
COP(=O)(/C=C/c1ccccc1)C(O)c1ccc(F)cc1 (stereo not given)	94
COc1ccc(OC)c(C2C3=C(CCCC3=O)Nc3nc4ccccc4n32)c1 (stereo not given)	70
CCOc1ccccc1OCCn1nnc2ccccc21	99
CC(OC(=O)c1ccncc1)C(=O)Nc1cccc(Cl)c1 (stereo not given)	71
CCN1C(=O)N(CC)C(O)(c2ccccc2)C1(O)c1ccccc1 (stereo not given)	93
CC(C)[C@H](NC(=O)Nc1ccc(S(N)(=O)=O)cc1)C(=O)O	86
Cc1cc(SCCC(=O)O)nc2ccccc12	89
Cc1nnc(SCC(=O)Nc2ccc(N3CCOCC3)cc2)o1	101
CCOc1ccc(Cl)cc1S(=O)(=O)n1nnc2ccccc21	90
C=CCn1c(N)c(C(=O)NCc2cccnc2)sc1=S	82
CNc1nc(Oc2ccccc2C(=O)OC)nc(SC)n1	106
O=S(=O)(CCOc1ccccc1)c1nc2ccccc2[nH]1	81
CCCCCOc1ccc(/C=c2\sc3ncnn3c2=O)cc1	82
O=C(CSCc1c(F)cccc1Cl)NCc1ccco1	106
CCc1ccccc1NC(=O)CSC1=C(C#N)C(c2ccc3c(c2)OCO3)C2=C(CCCC2=O)N1 (stereo not given)	82
Cc1cc(C)c2cc(C#N)c(N3CCCC3)nc2c1	83
CCCN1C(=O)c2ccc(C(=O)Nc3nccs3)cc2C1=O	90
COC(=O)c1ccccc1N=C(SC)N(C)C	70
O=C(NCCN1CCCCC1)c1cc2ccccc2[nH]1	109
CCOC(=O)c1ccc(NC(=O)Cn2nnc(-c3ccc(C)cc3)n2)cc1	85
Cc1nc(Nc2nc3ccccc3o2)nc2c1CCC2	104
O=C(CCN1C(=O)c2ccccc2C1=O)Nc1ccc(F)cc1	111
O=C(Nc1nnc(COc2ccc(Cl)cc2)s1)C1CCCO1 (stereo not given)	94
COC(=O)Nc1sc2c(c1C(=O)NCc1ccco1)CCCC2	90
COc1ccc(N2CCN(c3nc4c(c(=O)[nH]c(=O)n4C)n3CCCc3ccccc3)CC2)cc1	98
CCC(=O)n1nc(-c2ccco2)nc1SCc1ccccc1	95
CC(NC(=O)NCCCn1ccnc1)(C(F)(F)F)C(F)(F)F	90
CC(C)(C)n1nnnc1CN1CCN(C2CCCC2)CC1	86
CCC1(CC)NC(=O)NC1=O	84
CN1CCN(C(=O)CC23CC4CC(CC(C4)C2)C3)CC1	92
COC(=O)[C@H](C)NC(=O)Nc1ccc(OC)cc1OC	92
CCCOC(=O)CSC1=C(C#N)C(c2ccccc2OCC)C(C#N)C(=O)N1 (stereo not given)	92
Cc1ccc(OCC(=O)Nc2ccc(N(C)C)cc2)cc1	108
COC(=O)c1[nH]c2cccc(C)c2c1NC(=O)CN1CCN(C(=O)c2ccco2)CC1	73
Brc1ccc(CSc2nnc(-c3cnccn3)n2Cc2ccco2)cc1	109
CCC(=O)Nc1sccc1C(=O)OC	99

Compounds from the list above that contain a COOH group (2):
Molecule	SK-BR-3 tox 24h
CC(C)[C@H](NC(=O)Nc1ccc(S(N)(=O)=O)cc1)C(=O)O	86
Cc1cc(SCCC(=O)O)nc2ccccc12	89

Following part:
Molecule	SK-BR-3 tox 24h
CC(Oc1ccc(-c2ccccc2)cc1)C(=O)N1CCOCC1 (stereo not given)	77
CCN(CC)CCOC(=O)c1c(C)oc2ccc(O)cc12	82
Cc1cccc2cc(C(c3nnnn3CC3CCCO3)N3CCc4ccccc4C3)c(=O)[nH]c12 (stereo not given)	91
CC(C)C(OC(=O)CN1C(=O)COc2ccccc21)C(=O)NC1CCCC1 (stereo not given)	92
O=C(COc1ccc(S(=O)(=O)N2CCOCC2)cc1)Nc1ccc(Cl)c(C(F)(F)F)c1	74
O=C(CSc1nc2nc[nH]c2c(=O)[nH]1)NC1CCCCC1	129
Cc1cc(NC(=O)c2ccc(NC(=O)C(C)Oc3ccccc3)cc2)no1 (stereo not given)	94
CC(=O)Nc1nc2c(c3c1c(=O)oc1ccccc13)CC(C)CC2 (stereo not given)	97
O=C(CSCc1ccccc1)N1CCN(c2ccc(F)cc2)CC1	95
COc1cc(N2CCCC2)c(OC)cc1/C=c1/sc2nc3ccccc3n2c1=O	83
O=C(NC1CCCC1)C(c1cccs1)N(Cc1ccco1)C(=O)c1csnn1 (stereo not given)	92
Cc1ccc2nc(NCCCNC(=O)c3cnccn3)c(C#N)cc2c1	87
Cc1ccc(S(=O)(=O)N2CCC(C(=O)Nc3nnc(C4CCCC4)s3)CC2)cc1	73
CCOC(=O)CN1C(=O)C(O)(C2CCc3ccccc3C2=O)c2ccccc21 (stereo not given)	116
CC1CN(c2ncnc3c2oc2ccccc23)CC(C)O1 (stereo not given)	115
O=C(CSc1nnnn1-c1ccccc1)Nc1ccc(N2CCOCC2)c(Cl)c1	86
O=C(Nn1cnnc1)c1cc2c(s1)CCCC2	99
COc1ccc(CC(NC(C)=O)C(=O)NC2CCN(c3nnnn3-c3ccccc3)CC2)cc1 (stereo not given)	83
COCC(=O)N(CCc1ccc(OC)cc1)Cc1nc2ccccc2c(=O)[nH]1	89
Cc1nn(-c2nnc(C)c(=O)[nH]2)c(C)c1SCC(=O)Nc1ccc(F)cc1	90
Cc1ccc(-n2c(SCc3ccc(C#N)cc3)nnc2-c2ccccn2)cc1	62
Nn1c(COc2cccc(Br)c2)nnc1SCC(=O)N1CCc2ccccc2C1	92
Cc1cccc(OCC(=O)Nc2ccc3c(c2)nc(CCN2CCN(C)CC2)n3C)c1	93
COc1cc(-c2cc(C(=O)O)c3c(OC)c(OC)c(OC)cc3n2)ccc1O	101
Cn1cnnc1SCCn1c(N2CCCCC2)nc2c1c(=O)[nH]c(=O)n2C	94
O=C(CCNS(=O)(=O)c1cccs1)N1CCc2ccccc2C1	91
N#CC1=C(N)C(C#N)(C#N)C(c2cccnc2)C2CCCC=C12 (stereo not given)	110
c1ccc(OCc2nn3c(C4CCCCC4)nnc3s2)cc1	89
CCOc1ccccc1NC(=O)N1CCC(c2nc3ccc(C)cc3[nH]2)CC1	118
CC(NC(=O)CSc1nnc(COc2ccccc2)o1)c1ccccc1 (stereo not given)	94
COC(=O)c1cccc(NC(=O)CSc2nc(=O)cc(N)n2-c2ccccc2)c1	86
COCCNC(=O)c1c(N)n(-c2cccc(C)c2)c2nc3ccccc3nc12	69
COc1ccc(-c2nnc(SCC(=O)Nc3ncc(C)s3)n2-c2ccccc2)cc1OC	68
COc1cccc(-n2c(C)nc3c(cnn3-c3ccc(C)cc3)c2=O)c1	82
COc1ccccc1NC(=O)CCc1c(C)[nH]c(=O)c(C#N)c1C	86
NC/C(=N\O)c1ccc(Cl)cc1Cl	108

As entered above.
NC/C(=N\O)c1ccc(Cl)cc1Cl in SK-BR-3 tox 24h: 108
O=C(CCNS(=O)(=O)c1cccs1)N1CCc2ccccc2C1 in SK-BR-3 tox 24h: 91

Other records follow.
Molecule	SK-BR-3 tox 24h
COc1cccc(C(=O)c2sc(NC(C)C)nc2N)c1	81
CCn1c(SCC(=O)c2ccc(Cl)cc2)nnc1C(C)C	92
CCOc1ccccc1C(=O)Nc1ccc2nc(N3CCN(c4ncccn4)CC3)cc(C)c2c1	74
COCCN1C(=O)N(c2cccc(C)c2)C(=O)C1CC(=O)Nc1ccc(F)cc1 (stereo not given)	102
Nc1c(C(=O)NCc2ccco2)sc2nc3c(cc12)C(=O)CCC3	108
CCc1c(C)nc(SC)n(CC#N)c1=O	79
CCCc1cc(=O)[nH]c(SCc2ccc(C#N)cc2)n1	91
CC1CN(C(=O)Cc2ccc(-c3ccccc3)cc2)CC(C)O1 (stereo not given)	93
Cc1ccccc1Cn1nc(C)c(NC(=O)c2noc3c2CC(C(C)(C)C)CC3)c1C (stereo not given)	111
CCn1c(Cc2ccc(OC)cc2)nnc1SCC(=O)Nc1nc2ccccc2s1	70
COc1ccc(NCc2nnc(SCC(=O)Nc3cccc(C)c3)o2)cc1	83
Cc1ccc(-c2nc(=S)c3c(n2CCN2CCOCC2)CC(C)(C)OC3)cc1	96
Fc1cccc(C2CC(c3cccc(Br)c3)Nc3nnnn32)c1 (stereo not given)	45
O=C(C1=C(O)C(=O)N(CCN2CCOCC2)C1c1ccccc1)c1cccs1 (stereo not given)	92
CCOC(=O)NC1(C(F)(F)F)N=C(c2ccccc2)NC1=O (stereo not given)	104
Cc1ccccc1NC(=O)Cn1c(=O)n(C)c2ccccc21	85
Cc1ccc(S(=O)(=O)Nc2cccc(-c3cn4ccsc4n3)c2)cc1	72
Cc1cc(OCCN2CCCC2)ccc1C(C)C	91
COc1cc2nc(N3CCN(C(=O)c4ccco4)CC3)nc(N)c2cc1OC	44*
CCOc1ccc(OCC)c(NC(=O)CNS(=O)(=O)c2cccs2)c1	95
CCn1c(SCC(=O)c2ccccc2)nnc1-c1cnccn1	107
Cc1nnc(NC(=O)CN2C(=O)c3ccccc3S2(=O)=O)s1	95
Cc1ccc(Nc2nc(N)nc(CN3CCN(c4ccccc4)CC3)n2)cc1Cl	96
O=C1CC(C(=O)N(CC2CCCO2)C(C(=O)NC2CCCCC2)c2ccncc2)CS1 (stereo not given)	101

7 structures out of the list, arranged by count of non-hydrogen atoms, high to low.
Molecule	SK-BR-3 tox 24h
O=C1CC(C(=O)N(CC2CCCO2)C(C(=O)NC2CCCCC2)c2ccncc2)CS1 (stereo not given)	101
Cc1ccc(Nc2nc(N)nc(CN3CCN(c4ccccc4)CC3)n2)cc1Cl	96
O=C(C1=C(O)C(=O)N(CCN2CCOCC2)C1c1ccccc1)c1cccs1 (stereo not given)	92
CCOc1ccc(OCC)c(NC(=O)CNS(=O)(=O)c2cccs2)c1	95
CCn1c(SCC(=O)c2ccccc2)nnc1-c1cnccn1	107
Cc1nnc(NC(=O)CN2C(=O)c3ccccc3S2(=O)=O)s1	95
Cc1cc(OCCN2CCCC2)ccc1C(C)C	91

Other records.
Molecule	SK-BR-3 tox 24h
O=S(=O)(NCc1ccncc1)c1ccc(S(=O)(=O)NCC2CCCO2)cc1 (stereo not given)	83
O=C(NC1CCCCC1)C(c1ccncc1)N(CC1CCCO1)C(=O)C(F)(F)F (stereo not given)	92
CC(=O)c1ccccc1OCC(O)CN1CCN(C(c2ccccc2)c2ccccc2)CC1 (stereo not given)	65
CCC(C)(C)n1nnnc1C(c1cc2cc3c(cc2[nH]c1=O)OCO3)N1CCN(C)CC1 (stereo not given)	104
CCOC(=O)CNC(=O)CN1CCCN(S(=O)(=O)c2ccc(Br)s2)CC1	73
COc1cccc(-c2cc(C(=O)Nc3c(C)nn(Cc4ccccc4)c3C)no2)c1	135
COc1ccc(N2CCN(C(=O)Cn3c(=O)[nH]c4ccsc4c3=O)CC2)cc1	102
O=c1nc(N2CCOCC2)ccn1Cc1ccc(Br)cc1	107
c1cc(-c2nnc3n2CCC3)[nH]n1	96
Brc1ccc(-c2nc(-c3cccnc3)no2)o1	94
Cc1nc2c(ccc3nc(NC(=O)c4ccc5c(c4)OCCO5)sc32)s1	48
CCc1ccccc1N(CC(=O)O)S(C)(=O)=O	88
Cc1ccc2[nH]c3c(c2c1)CN(C(=O)CN1CCCc2ccccc21)CC3	67
COc1ccccc1N1CCN(CC(=O)Nc2cc(C)nn2-c2nc(C)cc(C)n2)CC1	79
CCn1c(=O)c2c3c(sc2n(C)c1=O)CCC3	87
COc1ccc2[nH]c(=O)c(CN(CC3CCCO3)C(=O)Nc3ccccc3)cc2c1 (stereo not given)	89
O=C(CSc1nc2ccccc2c(=O)n1Cc1ccco1)NCc1ccco1	88
CCOC(=O)c1ccc(NC(=O)c2ccc(C)c(S(=O)(=O)N3CCOCC3)c2)cc1	81
Cn1c(=O)c2c(nc(OCc3cccnc3)n2Cc2c(F)cccc2Cl)n(C)c1=O	94
CC(=O)Cc1ccccc1OCC(=O)O	92
CCOc1cc(-c2c(C#N)c(N)nc3c2CCCC3)ccc1O	95
CCOC(=O)c1sc(NCC2CCCO2)nc1C (stereo not given)	91
COc1cc(C(=O)Nc2nccs2)cc(OC)c1OC	99
Cc1ccccc1Cn1cc(/C=N/n2cnnc2)c2ccccc21	93
CCC(=O)c1ccc(OCC(O)CN2CCN(c3cccc(C(F)(F)F)c3)CC2)cc1 (stereo not given)	68
CCC(NC(=O)NCCCn1ccnc1)(C(F)(F)F)C(F)(F)F	98
COC(=O)c1ccc(C(=S)N2CCOCC2)cc1	90
CN(C)CCNC(=O)c1ccccc1-c1ccccc1	81
OC1(c2ccc(Br)cc2)CCNCC1	94
COC(=O)C1(C)NC(c2cccs2)C2C(=O)N(c3ccccc3F)C(=O)C21 (stereo not given)	99
C=CCn1c(SCC(=O)Nc2cc(NC(C)=O)ccc2OC)nnc1-c1cccnc1	81
CCOC(=O)N1CCN(C(=O)C2CCN(c3ncnc4c3sc3cccc(F)c34)CC2)CC1	82
Cc1cc(=O)[nH]c(SCc2nc3ncccn3c2Br)n1	93
N#Cc1c(-c2ccco2)cc(C2CC2)nc1SCC(=O)c1ccccc1	62
CCC(=O)Nc1nc2ccc(NC(C)=O)cc2s1	96
CC1CN(Cc2nc3c(c(=O)n(C)c(=O)n3C)n2CCCc2ccccc2)CC(C)O1 (stereo not given)	91
Cc1cc(NC(=O)c2cc(C)on2)n(-c2ccccc2)n1	89
CCOC(=O)N1CCN(CC(=O)Nc2c(C(=O)OC)[nH]c3ccccc23)CC1	92
CCOc1ccc(/C(O)=C2/C(=O)C(=O)N(CCOCCO)C2c2ccccc2)cc1 (stereo not given)	112
Cc1nc2ncnn2c(N2CCN(C(=O)Cc3cccs3)CC2)c1C	68
O=C(NCc1ccco1)c1ccc(=O)[nH]n1	111
Cc1csc2nc(=O)c3ccccc3n12	88
O=C(C1CCN(S(=O)(=O)c2ccc(-n3cnnn3)cc2)CC1)N1CCN(c2ccccc2)CC1	78
